# proCasp3 act: procaspase-3 (human) activation; P42574; recombinant procaspase-3 D3A, Ac-DEVD-pNA absorbance 405 nm; activation, % at 8.5 µM; hit rate 0.11% among 330,000;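 active means activation above the mean of all tested compounds plus 3 SD, cut at about 21% in these data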;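 further: 0% = DMSO alone and 100% = DMSO wells spiked with extra 5 µM PC-3 D3A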
#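 Assay system: Autoprocessing-dead procaspase-3 D3A mutant enzyme; also added: Ac-DEVD-pNA; doses: one concentration, 8.5 µM nominal, 0.8% DMSO; times: 1 h compound preincubation, 2 h substrate hydrolysis at 25 °C; technique: 405 nm absorbance of p-nitroaniline, reads at 0 and 120 min; measure: % activation between DMSO and enzyme-spiked controls; repeats: single replicate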
# PP1 inh: counter-screen for PP5 inhibitors: inhibitors of human PP1-alpha; P62136; inhibition, % at 6.7 µM; purified PP1alpha, OMFP fluorescence; hit rate 0.9% among 320,000;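 active means inhibition above the mean inhibition of all tested compounds plus 3 SD, computed separately for each screening campaign, cut at about 15% in these data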
# Target sequence (P62136 whole entry, looked up): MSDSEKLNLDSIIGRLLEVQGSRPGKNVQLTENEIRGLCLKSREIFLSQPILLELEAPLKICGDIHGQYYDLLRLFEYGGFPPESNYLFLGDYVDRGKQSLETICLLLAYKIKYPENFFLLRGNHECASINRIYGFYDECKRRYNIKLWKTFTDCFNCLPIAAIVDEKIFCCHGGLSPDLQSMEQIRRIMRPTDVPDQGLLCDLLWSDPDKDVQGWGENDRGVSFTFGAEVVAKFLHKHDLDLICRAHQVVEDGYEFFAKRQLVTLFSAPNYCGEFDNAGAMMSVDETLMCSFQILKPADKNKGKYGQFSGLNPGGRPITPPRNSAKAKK
# procasp7 counter: counter-screen: procaspase-7 (human) activation. activation, % at 8.5 µM. P55210. hit rate 0.093% among 330,000. recombinant procaspase-7, Ac-DEVD-pNA absorbance 405 nm; D23A/D198A/D206A triple mutant, cannot self-cleave; scale: DMSO 0, 5 µM enzyme 100;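 active means percent activation above the screen-wide mean plus 3 SD, cut at about 25% in these data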
# Target sequence (P55210 whole entry D23A/D198A/D206A): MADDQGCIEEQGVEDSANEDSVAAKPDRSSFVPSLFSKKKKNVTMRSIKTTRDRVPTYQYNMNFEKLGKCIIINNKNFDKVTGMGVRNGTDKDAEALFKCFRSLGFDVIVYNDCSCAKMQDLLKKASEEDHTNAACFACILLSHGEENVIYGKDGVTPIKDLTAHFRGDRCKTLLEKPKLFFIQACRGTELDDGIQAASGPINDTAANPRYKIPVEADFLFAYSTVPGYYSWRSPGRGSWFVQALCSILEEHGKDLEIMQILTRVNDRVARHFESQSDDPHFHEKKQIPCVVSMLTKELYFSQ
#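 Test system: Procaspase-7 triple mutant (PC-7 D3A). Also added: Ac-DEVD-pNA substrate, 400 µM as added. Schedule: 1 h enzyme–compound preincubation and 2 h substrate reaction, both 25 °C. Signal: p-Nitroaniline absorbance at 405 nm, read at 0 and 120 min. Control set: low DMSO alone, high DMSO plus 5 µM PC-7.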
# HCV core dimer: HCV core protein dimerization inhibition; inhibition, % at 5 µM; hit rate 0.33% among 300,000; TR-FRET GST/Flag-core106 dimerization, 1536-well;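 active means inhibition above the mean of all tested compounds plus 3 SD, set per screening campaign, cut at about 45% in these data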
#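 System: GST/Flag-tagged HCV core106 proteins. Incubation: compound-protein-antibody incubation 4 h at 22.5 °C. Technique: HTRF with 340 nm excitation, 617/671 nm emission. Medium: KF-containing HEPES buffer, pH 7.45, DTT, CHAPS, BSA. Read-out: inhibition (%) from 671 over 617 nm ratio. Also added: Eu(K)-anti-GST 90 ng/mL plus XL665-anti-Flag 1 µg/mL.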
# TPT1 inh: blocks Candida albicans tRNA 2'-phosphotransferase; inhibition, % at 5 µM; AID 1962; recombinant caTPT1, FP RNA substrate dephosphorylation; hit rate 0.81% among 300,000;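 active means inhibition above the mean of all tested compounds plus 3 SD, set per screening campaign, cut at about 24% in these data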;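 further: plate controls were DMSO alone for no effect and ferristatin control at 100 nM for full effect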
# GASC-1 inh: human JMJD2C demethylase inhibition | Q9H3R0 | GST-JMJD2C(1-420) H3K9me3 demethylation, DELFIA europium | inhibition, % at 2.35 µM | hit rate 0.069% among 330,000 | AID 2099;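 active means more than half of a compound's replicate wells show inhibition beyond 50%, single wells judged on their own value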;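 further: signal counts dimethyl H3K9 product captured on neutravidin plate; 0% = median of DMSO wells and 100% = 0.3 times that DMSO median; strong numbers were not always called active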
# Target sequence (Q9H3R0 1-420 limits assumed): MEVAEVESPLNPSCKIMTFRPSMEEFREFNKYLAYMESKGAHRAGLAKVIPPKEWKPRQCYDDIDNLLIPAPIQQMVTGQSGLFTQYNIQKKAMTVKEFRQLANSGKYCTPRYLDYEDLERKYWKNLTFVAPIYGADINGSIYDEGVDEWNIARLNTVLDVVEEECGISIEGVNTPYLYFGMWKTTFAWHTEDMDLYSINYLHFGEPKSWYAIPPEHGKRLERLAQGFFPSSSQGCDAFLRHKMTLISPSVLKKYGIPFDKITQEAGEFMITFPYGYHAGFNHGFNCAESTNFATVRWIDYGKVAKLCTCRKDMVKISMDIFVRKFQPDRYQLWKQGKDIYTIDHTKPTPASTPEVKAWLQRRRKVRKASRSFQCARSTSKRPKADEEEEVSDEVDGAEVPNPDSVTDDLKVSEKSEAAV
# Fh CTSL1 inh: blocks F. hepatica cathepsin L1 in PFM18AAP counter-screen | hit rate 0.49% among 300,000 | recombinant F. hepatica cathepsin L1, Z-Leu-Arg-MCA fluorescence | inhibition, % at 5.96 µM;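 active means inhibition above the mean of all tested compounds plus 3 SD, set per screening campaign, cut at about 17% in these data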;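 further: 0% = plate median of test compound wells and 100% = 1 µM Z-Phe-Ala-diazomethylketone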
# PP5 primary: blocks human protein phosphatase 5 activity; inhibition, % at 6.7 µM; purified PP5c, OMFP substrate fluorescence; P53041; hit rate 0.18% among 320,000;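 active means inhibition above the campaign's mean inhibition across all tested compounds plus 3 SD, cut at about 9.5% in these data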;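 further: 0% = DMSO only and 100% = 100 µM cantharidin control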
# Efflux pump mplx: inhibitors of Candida antifungal efflux pumps expressed in yeast; AID 485275; hit rate 0.44% among 330,000; S. cerevisiae Candida pump triplex, Nile Red efflux; inhibition, % at 10 µM;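 active means plate passing quality check with inhibition over a set limit, or well fluorescence over plate mean plus 4 SD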;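 further: Nile Red retained in pooled yeast measured as flow cytometry median fluorescence; 0% = buffer negative control and 100% = Enniatin B positive control; higher means more Nile Red kept so more efflux inhibition; some compounds called inactive have numbers as strong as hits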
# An asterisk follows results filed as active; nt = no result given.
no.	structure	procasp7 counter	Efflux pump mplx	HCV core dimer	PP1 inh	PP5 primary	Fh CTSL1 inh	proCasp3 act	TPT1 inh	GASC-1 inh
1	CC(C)(C)NC(=O)C(c1ccncc1)N(C(=O)Cn1nnc(-c2ccc(F)cc2)n1)c1ccc(F)cc1 (configuration not stated)	2	0.0	4	-3	-2.6	1	0	-1	-12
2	Cc1cccc(NC(=O)C(C)Sc2nc3nc(C)cc(C)n3n2)c1 (configuration not stated)	-6	-0.1	nt	nt	nt	nt	0	nt	-9
3	CCc1ccc(N2CC(C(=O)NC3CCCCC3C)CC2=O)cc1 (configuration not stated)	3	0.0	-9	0	-0.3	6	7	2	5
4	CNc1nc(N2CCc3ccccc32)ncc1F	6	0.0	-11	-1	5.1	1	0	-2	6
5	CCN(CC)S(=O)(=O)c1ccc(N2CC(C(=O)NCCC3=CCCCC3)CC2=O)cc1 (configuration not stated)	-6	0.1	nt	3	1.3	nt	0	nt	-9
6	CCOC(=O)Cn1c(=O)oc2cc(S(=O)(=O)N3CCCc4ccccc43)ccc21	4	0.2	5	-3	0.9	5	0	-3	-6
7	Cc1nc(C)c(/C(O)=C/c2nc3ccc([N+](=O)[O-])cc3oc2=O)o1	-6	-0.1	-10	2	0.0	4	-9	-4	-21
8	CC(C)N1CCC(N2CCN(CCCn3cccn3)CC2CCO)CC1 (configuration not stated)	6	0.1	-9	-2	2.7	-5	-4	0	-35
9	CC(NC(=O)COC(=O)C1CCN(c2ccc(C(F)(F)F)cn2)CC1)c1ccc(F)cc1 (configuration not stated)	9	-0.1	nt	2	6.2	nt	-7	nt	3
10	Cc1cc(C)c2c(=O)[nH]c(SCc3ccccc3)nc2n1	6	0.0	4	1	2.6	-2	2	-5	-4
11	CCOC(=O)c1c(C)[nH]c(C(=O)NNC(=O)c2ccc(C(C)(C)C)cc2)c1C	-3	-0.2	7	1	2.1	4	10	1	-7
12	COc1cc2c(cc1NC(=O)c1ccco1)CCCC2	8	0.0	5	0	4.5	0	-3	6	-4
13	O=C(c1n[nH]c(=O)c2ccccc12)N1CCN(Cc2ccc3c(c2)OCO3)CC1	-1	-0.1	-4	-1	1.7	-5	4	-2	1
14	CCN(CC)C(=O)N1CCn2c(nc3ccccc32)C1	-2	0.1	-3	-1	-2.5	3	3	-3	-13
15	c1ccc(-c2c[n+]3c(n2-c2ccccc2)CCC3)cc1	4	0.0	0	0	4.2	-1	-2	-3	9
16	CSc1nnc([C@@H](NC(=O)OC(C)(C)C)C(C)C)o1	-3	0.0	1	-5	1.0	0	6	0	-47
17	NC(=O)NC(=O)C(Nc1ccc(N2CCCCC2)cc1)c1ccccc1 (configuration not stated)	4	-0.1	-21	3	0.6	0	-2	5	-12
18	C=CCOC(=O)/C(=C\c1ccc(OC)cc1)NC(=O)c1ccco1	10	0.0	3	-2	0.9	0	1	-1	10
19	N#Cc1cccc(NC(=O)Nc2cccs2)c1	5	0.1	7	-1	3.8	-1	-6	-2	7
20	COc1ccc(CCNC(=O)CN(c2cc(OC)ccc2OC)S(=O)(=O)c2ccccc2)cc1	9	-0.4	4	2	0.7	0	10	-3	1
21	O=C1N=C(N2CCOCC2)S/C1=C/c1ccc(-c2ccccc2Cl)o1	-2	0.0	-2	0	-0.7	34*	-2	2	1
22	COC(=O)[C@@H](NC(=O)Nc1ccc(C(C)=O)cc1)C(C)C	-9	0.0	3	-4	0.1	6	5	0	-2
23	COc1cc(NC(=O)C/C(C)=N/NC(=O)C(=O)NC2CCCCC2)c(OC)cc1Cl	6	0.3	-4	-1	-1.4	0	3	-1	-3
24	O=C(NCC1CCCO1)c1cccc(F)c1 (configuration not stated)	0	-0.1	-3	-3	-0.1	-5	8	1	8
25	CCOc1ccc(S(=O)(=O)Nc2cccc(C(=O)N(C)CC(=O)Nc3cccc(OC)c3)c2)cc1	14	0.2	5	-5	0.4	1	13	-2	-10
26	COc1ccc(C(=O)Oc2cc(/C=N/NS(=O)(=O)c3ccccc3)ccc2OC)cc1	-4	-0.1	22	4	1.1	2	-6	-3	-3
27	O=C(Nc1cccc(O)c1)C(Cc1ccccc1)N1C(=O)c2cccc3cccc(c23)C1=O (configuration not stated)	-20	0.1	25	19*	1.4	2	-3	4	-3
28	COCCCOc1cc(NCc2ccccc2)c2ncn(C(C)C)c2c1	7	0.3	nt	nt	nt	nt	-3	nt	3
29	CCOC(=O)N/N=C/c1cn(Cc2ccccc2Cl)c2ccccc12	-6	0.0	0	6	2.5	4	-7	3	9
30	CCOC(=O)N1CCC2(CC1)C(C#N)=C(N)Oc1c2sc2nc(C)cc(C)c12	-14	-0.1	7	0	4.5	-1	0	2	3
31	O=C(Nc1nnc(COc2ccc(Cl)cc2)s1)c1ccc([N+](=O)[O-])cc1	8	-0.2	-2	1	1.9	-3	-5	-3	-9
32	CCn1c(C)nc2cc(C(=O)NN=C(C)c3ccc(C#N)cc3)ccc21	8	0.0	nt	nt	nt	nt	-9	nt	1
33	CSc1nnc([C@@H]2CCCN2C(=O)OC(C)(C)C)o1	2	0.1	-1	7	-1.0	8	5	4	-7
34	COc1cc2nc(CN3CCN(C(C)=O)CC3)[nH]c(=O)c2cc1OC	1	0.0	-4	8	5.5	1	2	1	31
35	CC1CCCN(C(=O)CSCC(=O)N=c2sc3ccccc3n2C)C1 (configuration not stated)	0	0.2	6	-3	1.3	-6	0	0	-1
36	O=Cc1cn(-c2ccccc2)nc1-c1cc2ccccc2oc1=O	1	0.0	5	-4	0.6	3	-6	0	-5
37	COc1cccc(OCCCN2CCCCCC2)c1	-3	-0.1	-5	7	1.4	4	2	-4	-8
38	CCN1CCN(Cc2ccc(NC(=O)c3ccc(C)c(NC(=O)c4csc(-c5ccncc5)n4)c3)cc2C(F)(F)F)CC1	2	-0.1	-5	8	2.6	-2	-11	-2	9
39	COCCOC(=O)c1c(C)oc2ccc(OC(=O)c3ccc4c(c3)OCO4)cc12	1	0.2	1	-1	3.7	-1	3	-2	-17
40	O=C(Nc1ccccn1)c1ccc2ccccc2n1	7	0.1	5	2	0.8	1	-20	-4	2
41	C=CCON/C(CCC)=C1\C(=O)CC(C)(C)CC1=NC	4	0.0	2	-4	-0.6	1	7	-1	4
42	COc1ccc(CC(=O)NCc2csc(-c3cccs3)n2)cc1OC	8	0.0	5	1	-0.1	4	-3	1	6
43	Cc1ccccc1/C=N\NC(=O)c1csnn1	0	-0.3	-5	-1	1.1	-1	2	2	11
44	CCN(CC(=O)NCc1cccs1)C(=O)c1ccc(NS(=O)(=O)c2ccc(F)cc2)cc1	7	-0.1	-11	-5	-1.3	1	-7	1	-5
45	COc1cc(NC(=S)Nc2ccccn2)c(OC)cc1Cl	0	0.0	1	-2	3.3	-1	-4	1	-3
46	O=C(Nc1nnc(-c2cc(Cl)ccc2Cl)o1)c1ccco1	2	-0.1	-1	1	-0.1	2	4	3	33
47	Cc1ccc(SCC(=O)N2CCN(S(=O)(=O)c3cccs3)CC2)cc1	15	-0.1	nt	nt	nt	nt	-7	nt	4
48	CCOc1cc(/C=C2\N=C(C)OC2=O)cc(Br)c1OCC(=O)OC	-9	0.2	-1	2	0.7	-3	4	4	-2
49	COc1ccc(C(=O)COC(=O)CCc2nc3ccccc3[nH]c2=O)cc1Br	2	0.2	11	-4	3.0	-7	3	0	-6
50	CC(=O)c1cccc(NC(=O)NNC(=O)c2ccc(Cl)cc2Cl)c1	1	-0.2	-4	0	0.7	1	5	3	4
51	COc1ccc(S(=O)(=O)Nc2cc(C)on2)cc1	5	-0.2	1	-3	0.3	-3	7	-1	-37
52	COC(=O)c1ccc(CSc2nnc(NCc3ccccc3)s2)o1	3	0.1	3	0	1.6	-6	7	-6	-1
53	Nc1nc(=S)c2ncn(C3OC(CO)C(O)C3O)c2[nH]1 (configuration not stated)	-24	0.1	-9	-1	0.6	-4	-14	4	11
54	COc1ccc2c(c1)c(=O)oc1c(C)c(OCc3ccc(C(=O)O)cc3)ccc12	6	-0.1	6	-5	-1.7	3	2	-6	-5
55	NC(=O)COC(=O)c1cc(S(=O)(=O)N2CCN(c3ccccc3)CC2)ccc1Cl	-8	0.1	0	-1	0.8	-1	1	-4	-11
56	COc1ccc(OC(C)C(=O)NC2CC(C)(C)NC(C)(C)C2)cc1 (configuration not stated)	13	-0.1	-2	-2	1.3	-1	1	1	6
57	CCCCn1c(=O)c(CCC(=O)OCC(=O)NC(C)c2ccccc2)nc2ccccc21 (configuration not stated)	-2	0.0	5	2	-0.1	2	-3	3	2
58	C=CCn1c(SCC(=O)N2CC(=O)Nc3ccccc32)nc2scc(-c3ccccc3)c2c1=O	0	0.1	25	9	2.0	-2	1	-3	-1
59	COC(=O)c1[nH]c2ccc(Cl)cc2c1NC(=O)CN1CCc2cc(OC)c(OC)cc2C1	11	0.1	4	3	0.1	8	-1	-6	-4
60	CCn1c(SCC(=O)NC(C)(C)C)nnc1-c1ccccn1	1	-0.1	-3	-1	0.8	3	-5	1	-16

# Some values from above.
# For GASC-1 inh, CCOC(=O)c1c(C)[nH]c(C(=O)NNC(=O)c2ccc(C(C)(C)C)cc2)c1C reads -7
# For proCasp3 act, C=CCn1c(SCC(=O)N2CC(=O)Nc3ccccc32)nc2scc(-c3ccccc3)c2c1=O reads 1

# (more compounds)
no.	structure	procasp7 counter	Efflux pump mplx	HCV core dimer	PP1 inh	PP5 primary	Fh CTSL1 inh	proCasp3 act	TPT1 inh	GASC-1 inh
61	CCc1ccc(NC(=O)CN(N=Nc2nonc2C)c2nonc2C)cc1	1	0.0	4	6	1.3	4	4	1	-17
62	O=C(Cn1[nH]c(=O)c2ccccc2c1=O)NCCN1C(=O)S/C(=C\c2ccccc2)C1=O	7	0.0	nt	nt	nt	nt	-3	nt	3
63	CC(=O)c1ccc(C(=O)N2CCc3c([nH]c4ccccc34)C2c2cccc(C)n2)s1 (configuration not stated)	3	-0.1	7	3	3.4	-1	0	-1	-9
64	Cc1cccc(COc2ccc(/C=C3/C(=O)N(C)C(=S)N3C)cc2)c1	-29	-0.2	19	2	-1.1	4	-26	0	-11
65	CCC1=NN2C(=N)/C(=C/c3ccc(OS(=O)(=O)c4ccccc4)cc3)C(=O)N=C2S1	2	0.0	6	9	2.6	-3	2	12	-12
66	Cc1ccc2c(CSc3nnc4ccccn34)cc(=O)oc2c1C	-3	0.1	-6	-2	0.9	-1	-6	4	0
67	CC(=O)N1CCCc2cc(S(=O)(=O)N3CCCC(C(=O)NCc4ccc(C)cc4)C3)ccc21 (configuration not stated)	3	-0.1	-1	0	-0.9	-2	10	0	15
